From PubChem
FBW7 act: activators of human E3 ligase FBW7 | Q969H0 | AlphaScreen FBW7–phospho-cyclin E peptide binding, activator screen | normalized activity (activation), % at 26.1 µM | 0.13% of 650,000 active; in the data active means normalized activity above about 1.9%;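 further: purified mutant Fbw7 with reduced substrate affinity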
GPR151 ag: activates the human receptor GPR151; 1% of 650,000 active; activation, % at 11.2 µM; Q8TDV0; PathHunter beta-arrestin GPR151 cells, luminescence; in the data active means activation above about 4.9%;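 further: 0% = median of compound wells and 100% = cells with positive control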
Target sequence (Q8TDV0 whole entry, looked up): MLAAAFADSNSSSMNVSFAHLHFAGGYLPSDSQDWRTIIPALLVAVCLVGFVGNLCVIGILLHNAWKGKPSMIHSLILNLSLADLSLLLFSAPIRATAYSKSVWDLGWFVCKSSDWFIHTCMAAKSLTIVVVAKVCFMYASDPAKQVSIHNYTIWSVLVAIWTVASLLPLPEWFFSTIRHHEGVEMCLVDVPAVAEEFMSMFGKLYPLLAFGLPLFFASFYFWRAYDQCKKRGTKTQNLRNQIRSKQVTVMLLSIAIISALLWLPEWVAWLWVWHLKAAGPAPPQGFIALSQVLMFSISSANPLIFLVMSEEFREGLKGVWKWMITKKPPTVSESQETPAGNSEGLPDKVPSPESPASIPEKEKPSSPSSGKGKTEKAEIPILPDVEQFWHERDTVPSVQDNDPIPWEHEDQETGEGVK
MITF inh: blocks human microphthalmia-associated transcription factor | 0.91% of 650,000 active | inhibition, % at 2.6 µM | AlphaScreen MITF homodimerization, bead proximity signal; in the data active means inhibition above about 50%;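 further: 0% = vehicle wells with protein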
Target sequence (O75030 whole entry, looked up): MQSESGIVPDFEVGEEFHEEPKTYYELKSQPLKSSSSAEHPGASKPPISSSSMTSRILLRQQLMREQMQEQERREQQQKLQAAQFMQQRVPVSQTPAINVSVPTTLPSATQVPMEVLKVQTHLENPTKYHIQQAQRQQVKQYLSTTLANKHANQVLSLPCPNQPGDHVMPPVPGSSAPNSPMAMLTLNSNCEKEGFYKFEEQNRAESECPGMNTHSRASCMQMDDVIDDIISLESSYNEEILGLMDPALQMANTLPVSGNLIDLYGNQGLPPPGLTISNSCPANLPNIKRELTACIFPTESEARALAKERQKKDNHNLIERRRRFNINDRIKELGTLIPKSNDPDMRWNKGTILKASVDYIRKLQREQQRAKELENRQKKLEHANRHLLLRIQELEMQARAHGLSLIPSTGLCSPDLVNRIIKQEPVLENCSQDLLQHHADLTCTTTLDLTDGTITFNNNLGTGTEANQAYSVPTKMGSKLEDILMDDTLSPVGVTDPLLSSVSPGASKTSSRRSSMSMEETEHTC
TEAD-YAP inh: TEAD-YAP interaction inhibition. HEK-TIYL cells, TEAD-Gal4/YAP UAS-luciferase luminescence. inhibition, % at 9.12 µM. 1.4% of 640,000 active. AID 1259422; in the data active means inhibition above about 32%;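 further: 0% = median of test compound wells and 100% = reference inhibitor wells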
An asterisk follows results filed as active.

For CCOCCOC(=O)C1=C(C)NC2=C(C(=O)CC(c3ccc(Cl)cc3)C2)C1c1cccc(F)c1 (stereo not drawn) the results were FBW7 act 0.0, GPR151 ag -1.0, MITF inh -2 and TEAD-YAP inh 12.
`O=C(Nc1ccc(Cl)cc1)c1cc([N+](=O)[O-])ccc1N1CCCCC1` gave FBW7 act 0.0, GPR151 ag -1.0, MITF inh 5 and TEAD-YAP inh -11.
Screening CC(=O)COc1ccc2oc(=O)c(-c3ccccc3)c(C)c2c1 returned FBW7 act -0.3, GPR151 ag -1.6, MITF inh -9 and TEAD-YAP inh -20.
FC(F)(F)Oc1ccc(Nc2cc(Nc3ccc(OCCN4CCCCC4)cc3)ncn2)cc1 was read as FBW7 act -0.1, GPR151 ag 0.3, MITF inh 2 and TEAD-YAP inh 8.
Cc1ccc(S(=O)(=O)NCC2CC(=O)N(Cc3ccc(F)cc3)C2)cc1 (stereo not drawn) was read as FBW7 act 0.1, GPR151 ag 0.0, MITF inh 0 and TEAD-YAP inh 7.
FC(F)(F)c1ccc(Cn2cnc3c(NCc4ccccc4)nc(-c4ccccc4)nc32)cc1 was read as FBW7 act 0.3, GPR151 ag 3.6, MITF inh 8 and TEAD-YAP inh 4.
Nc1ccc2nc3c(c(Cl)c2c1)CCCC3 was read as FBW7 act 0.0, GPR151 ag 0.8, MITF inh 9 and TEAD-YAP inh 33*.
Screening Fc1ccc(-c2sc(Nc3ccccc3)nc2C(F)(F)F)cc1 returned FBW7 act -0.1, GPR151 ag -0.3, MITF inh 10 and TEAD-YAP inh -62.
For Cn1c(SCC(=O)Nc2ccc(Br)cc2)nnc1-c1ccc([N+](=O)[O-])cc1 the results were FBW7 act 0.1, GPR151 ag 2.5, MITF inh 9 and TEAD-YAP inh 10.
For O=C(CN1CCN(c2ccc(F)cc2)CC1)Nc1ccc(F)c(F)c1 the results were FBW7 act 0.1, GPR151 ag 0.6, MITF inh 14 and TEAD-YAP inh -4.
CC(=O)Nc1ccc(Br)cc1C(=O)C(=O)O was read as FBW7 act -0.1, GPR151 ag 0.9, MITF inh -11 and TEAD-YAP inh 6.
CN(C)CCS(=O)c1ccccc1 (stereo not drawn) was read as FBW7 act 0.0, GPR151 ag -0.9, MITF inh 11 and TEAD-YAP inh 5.

Sorted by number of heavy atoms (high to low): some entries from above.
FC(F)(F)Oc1ccc(Nc2cc(Nc3ccc(OCCN4CCCCC4)cc3)ncn2)cc1 was read as FBW7 act -0.1, GPR151 ag 0.3, MITF inh 2 and TEAD-YAP inh 8.
For Cn1c(SCC(=O)Nc2ccc(Br)cc2)nnc1-c1ccc([N+](=O)[O-])cc1 the results were FBW7 act 0.1, GPR151 ag 2.5, MITF inh 9 and TEAD-YAP inh 10.
Cc1ccc(S(=O)(=O)NCC2CC(=O)N(Cc3ccc(F)cc3)C2)cc1 (stereo not drawn) was read as FBW7 act 0.1, GPR151 ag 0.0, MITF inh 0 and TEAD-YAP inh 7.
`O=C(Nc1ccc(Cl)cc1)c1cc([N+](=O)[O-])ccc1N1CCCCC1` gave FBW7 act 0.0, GPR151 ag -1.0, MITF inh 5 and TEAD-YAP inh -11.
Screening Fc1ccc(-c2sc(Nc3ccccc3)nc2C(F)(F)F)cc1 returned FBW7 act -0.1, GPR151 ag -0.3, MITF inh 10 and TEAD-YAP inh -62.
Nc1ccc2nc3c(c(Cl)c2c1)CCCC3 was read as FBW7 act 0.0, GPR151 ag 0.8, MITF inh 9 and TEAD-YAP inh 33*.
CN(C)CCS(=O)c1ccccc1 (stereo not drawn) was read as FBW7 act 0.0, GPR151 ag -0.9, MITF inh 11 and TEAD-YAP inh 5.

(list continues)
COCCCn1c(SCc2ccc(Cl)cc2)nnc1-c1ccco1 was read as FBW7 act -0.1, GPR151 ag 0.7, MITF inh 7 and TEAD-YAP inh 5.
For CCc1cc(NCC(C)O)n2nc3nc(C)cc(C)c3c2n1 (stereo not drawn) the results were FBW7 act 0.3, GPR151 ag 0.2, MITF inh 15 and TEAD-YAP inh 8.
`O=C(Nc1cccc(Cl)c1)N(CCCO)Cc1cc2cc3c(cc2[nH]c1=O)OCCO3` gave FBW7 act 0.2, GPR151 ag 1.0, MITF inh -6 and TEAD-YAP inh 0.
Nn1c(SCC(=O)N2CCCCC2)nnc1-c1ccccc1 was read as FBW7 act 0.0, GPR151 ag -1.0, MITF inh -12 and TEAD-YAP inh -18.
Screening CC(=O)Nc1cccc(-c2nc3ncccc3o2)c1 returned FBW7 act 0.0, GPR151 ag -0.1, MITF inh 2 and TEAD-YAP inh 0.
CCOc1ccccc1N(CC(=O)N=Nc1c(O)[nH]c2ccccc12)S(C)(=O)=O was read as FBW7 act 0.2, GPR151 ag -0.8, MITF inh 13 and TEAD-YAP inh 7.
`CCOC(=O)Cc1nnc2c(Nc3ccccc3C)nc3nonc3n12` gave FBW7 act 0.0, GPR151 ag 0.2, MITF inh 13 and TEAD-YAP inh 4.
For Fc1ccc2nc(-c3nc4ccc(-c5ccncc5)cc4[nH]3)[nH]c2c1 the results were FBW7 act 2.6*, GPR151 ag 3.0, MITF inh 11 and TEAD-YAP inh -22.
For CSc1nc(OCC(=O)c2ccccc2)c2c3c(sc2n1)CC(C)CC3 (stereo not drawn) the results were FBW7 act 0.1, GPR151 ag -0.2, MITF inh 7 and TEAD-YAP inh 5.
CC(C)N1C(=O)/C(=C\c2cccs2)SC1=S was read as FBW7 act -0.2, GPR151 ag -0.5, MITF inh 6 and TEAD-YAP inh 4.
`O=C(Nc1ccc(-c2nc3ccccc3o2)cc1)c1ccc(-c2cccc(Cl)c2Cl)o1` gave FBW7 act 1.0, GPR151 ag 0.4, MITF inh 2 and TEAD-YAP inh -5.
`CC1(C)Cc2ccccc2-c2nc3ccccc3c(=O)n21` gave FBW7 act 0.1, GPR151 ag -1.4, MITF inh 20 and TEAD-YAP inh -6.
`C/C(=N\NC(=O)c1ccccc1F)c1c(C)[nH]n(-c2ccccc2)c1=O` gave FBW7 act -0.4, GPR151 ag 0.5, MITF inh -1 and TEAD-YAP inh -75.
For COc1cccc(C2Nc3ccccc3NC3=C2C(=O)CC(c2cccs2)C3)c1OC (stereo not drawn) the results were FBW7 act -0.1, GPR151 ag 0.4, MITF inh 0 and TEAD-YAP inh 4.
For Cc1cc(C)n(C(=O)COc2ccc(F)cc2)n1 the results were FBW7 act 0.1, GPR151 ag 1.1, MITF inh -6 and TEAD-YAP inh 1.
O=C(CC1C(=O)NCCN1C(=O)Nc1ccccc1)Nc1ccc2c(c1)OCO2 (stereo not drawn) was read as FBW7 act 0.9, GPR151 ag 0.7, MITF inh 21 and TEAD-YAP inh 0.
`COC(=O)c1ccc(NC(=O)Nc2cccc(Cl)c2)cc1` gave FBW7 act 0.1, GPR151 ag 1.4, MITF inh 5 and TEAD-YAP inh -12.
`COc1cccc(C(=O)Nc2ccc3c(c2)C(=O)N(C2CCCCC2)C3=O)c1` gave FBW7 act 0.1, GPR151 ag 2.2, MITF inh -1 and TEAD-YAP inh 0.
For N#C/C(=C/c1ccccc1F)C(=O)NCc1ccccc1 the results were FBW7 act -0.1, GPR151 ag 0.7, MITF inh 3 and TEAD-YAP inh 1.
`BrCCOCCOc1ccc2ccccc2c1` gave FBW7 act 0.0, GPR151 ag -0.4, MITF inh 9 and TEAD-YAP inh -23.
Screening CCOC(=O)c1c(C)[nH]c(NC(=O)Nc2nnc(C)s2)c1C returned FBW7 act -0.2, GPR151 ag 1.4, MITF inh -3 and TEAD-YAP inh 0.
CCCCCC(=O)Nc1cccc(-c2nc3cc(C)c(C)cc3o2)c1C was read as FBW7 act 0.0, GPR151 ag 0.8, MITF inh 7 and TEAD-YAP inh 8.
For CCOc1ccc(NC(=O)C2CC=CCC2C(=O)O)c([N+](=O)[O-])c1 (stereo not drawn) the results were FBW7 act 0.0, GPR151 ag 0.5, MITF inh 7 and TEAD-YAP inh 14.
For C=CCOC(=O)N1CCN(c2c(C)cccc2NC(=O)c2ccc(Br)o2)CC1 the results were FBW7 act 0.1, GPR151 ag 1.0, MITF inh 10 and TEAD-YAP inh -17.
Screening CCOC(=O)C1CCCn2c1nc1cc(-c3ccc(OC)cc3)sc1c2=O (stereo not drawn) returned FBW7 act 0.6, GPR151 ag -6.5, MITF inh 16 and TEAD-YAP inh 52*.
`CC(=O)c1ccc(NC(=O)c2ccc(COc3ccc(C)cc3)cc2)cc1` gave FBW7 act 0.0, GPR151 ag 0.8, MITF inh 8 and TEAD-YAP inh -22.
`Cc1ccccc1CNC(=O)C(=O)Nc1nccs1` gave FBW7 act -0.2, GPR151 ag 0.7, MITF inh 6 and TEAD-YAP inh -4.
CC(NC(=O)Cn1ncc2ccccc21)c1ccc2c(c1)OCCO2 (stereo not drawn) was read as FBW7 act 0.0, GPR151 ag -0.7, MITF inh 0 and TEAD-YAP inh 1.
`O=C(Cc1ccccc1F)NCc1cccs1` gave FBW7 act 0.8, GPR151 ag 3.5, MITF inh 10 and TEAD-YAP inh -10.
`COC(=O)c1c(OCC2CCCN(C)C2)cc(=O)n2c1CCN(CCC(C)C)CC2` (stereo not drawn) gave FBW7 act 0.1, GPR151 ag 2.0, MITF inh 1 and TEAD-YAP inh 5.
`COc1ccc2nc(-c3ccc(OC)c(NC(=O)COc4ccccc4)c3)cn2n1` gave FBW7 act 0.3, GPR151 ag 0.2, MITF inh 13 and TEAD-YAP inh -74.
`CC(=O)C(C)n1c(=O)c2c(nc3n(-c4ccc(C)cc4)c(C)cn23)n(C)c1=O` (stereo not drawn) gave FBW7 act 0.1, GPR151 ag 0.0, MITF inh 13 and TEAD-YAP inh -1.
Screening Cc1nn(-c2ccccc2)cc1/C=N/Nc1ccccc1C(=O)O returned FBW7 act -0.1, GPR151 ag 0.8, MITF inh -4 and TEAD-YAP inh -67.
O=C(Nc1cccc(Cl)c1)c1cnc(N2CCN(c3ncccn3)CC2)c2ccccc12 was read as FBW7 act 0.5, GPR151 ag 2.4, MITF inh 12 and TEAD-YAP inh 16.
CN(Cc1n[nH]c(=O)[nH]1)Cc1cc2ccc(Cl)cc2n(CCOc2ccccc2)c1=O was read as FBW7 act 0.0, GPR151 ag 1.4, MITF inh 1 and TEAD-YAP inh 7.
For COC(=O)C1=C(C)NC2=C(C(=O)c3ccccc32)C1c1ccc(OC)c(Br)c1 (stereo not drawn) the results were FBW7 act -0.1, GPR151 ag -0.7, MITF inh -1 and TEAD-YAP inh -7.
CC1=C(C(=O)OCC2CCCO2)C(c2coc3ccccc3c2=O)C2=C(CC(C)(C)CC2=O)N1 (stereo not drawn) was read as FBW7 act -0.1, GPR151 ag 1.2, MITF inh -1 and TEAD-YAP inh 0.
For O=C(Nc1c(C(=O)N2CCCC2)cnn1-c1ccccc1Cl)c1ccccc1Cl the results were FBW7 act 0.0, GPR151 ag -0.7, MITF inh 7 and TEAD-YAP inh 7.
For C=CCN(CC=C)C(=O)c1cccc(OC2CCN(S(=O)(=O)N(C)C)CC2)c1 the results were FBW7 act -0.2, GPR151 ag 3.4, MITF inh -13 and TEAD-YAP inh -7.
For CCCCc1nc(SCC(=O)Nc2ncccn2)n[nH]1 the results were FBW7 act -0.2, GPR151 ag -1.2, MITF inh -3 and TEAD-YAP inh -4.
For Fc1ccc(Nc2nccc(-c3cncc(N4CCOCC4)c3)n2)cc1 the results were FBW7 act 0.7, GPR151 ag -0.3, MITF inh 20 and TEAD-YAP inh 68*.
CCOC(=O)C1=C(C)NC(=O)NC1c1ccc(C(F)(F)F)cc1 (stereo not drawn) was read as FBW7 act 0.3, GPR151 ag 1.9, MITF inh 11 and TEAD-YAP inh -2.
For Cc1ccc(OCc2nnc(SCC(N)=O)n2-c2ccc(F)cc2)cc1 the results were FBW7 act -0.1, GPR151 ag 0.8, MITF inh 9 and TEAD-YAP inh -6.
Screening COc1ccc(-c2cnnn2-c2ccc(NC(=O)c3ccc(Br)o3)cc2)cc1OC returned FBW7 act 0.1, GPR151 ag -1.7, MITF inh 3 and TEAD-YAP inh 11.
`COc1ccccc1N1CC(C)Cn2c1nc1c2c(=O)n(CCc2ccccc2)c(=O)n1C` (stereo not drawn) gave FBW7 act 0.0, GPR151 ag 0.5, MITF inh -3 and TEAD-YAP inh 5.
Screening Cc1cc(C)nc(Nc2n[nH]c(Cc3ccccc3)n2)n1 returned FBW7 act 0.3, GPR151 ag -1.7, MITF inh 4 and TEAD-YAP inh -3.
`Cc1ccc(Nc2nnc(-c3ccccc3N)s2)cc1` gave FBW7 act 0.0, GPR151 ag 0.4, MITF inh -6 and TEAD-YAP inh -59.
Screening COc1ccccc1NC(=O)C1=C(C)NC(SCC(=O)c2ccccc2)=C(C#N)C1c1ccccc1 (stereo not drawn) returned FBW7 act 0.3, GPR151 ag -0.3, MITF inh 18 and TEAD-YAP inh 6.
For NC(=O)c1cccc(N2CCC(N3CCOCC3)CC2)n1 the results were FBW7 act 0.0, GPR151 ag 0.0, MITF inh -2 and TEAD-YAP inh 3.
`S=C(Nc1ccc(Cl)cc1)N(CCCN1CCOCC1)Cc1ccco1` gave FBW7 act -0.1, GPR151 ag 0.0, MITF inh -1 and TEAD-YAP inh -13.
`COc1ccc(OCC(=O)NN2Cc3ccccc3C2=N)cc1` gave FBW7 act 1.2, GPR151 ag -1.4, MITF inh 16 and TEAD-YAP inh -2.
